AmpC det inh: inhibitors of E. coli AmpC beta-lactamase with detergent; P00811; Potency, µM (highest dose often 28.7 µM), without a hit: at the top dose activity change, negative = inhibition; purified AmpC, nitrocefin hydrolysis with detergent; 0.09% of 71,000 active; active = well fitted curve in the direction sought with a large enough effect
Target sequence (P00811 whole entry, looked up): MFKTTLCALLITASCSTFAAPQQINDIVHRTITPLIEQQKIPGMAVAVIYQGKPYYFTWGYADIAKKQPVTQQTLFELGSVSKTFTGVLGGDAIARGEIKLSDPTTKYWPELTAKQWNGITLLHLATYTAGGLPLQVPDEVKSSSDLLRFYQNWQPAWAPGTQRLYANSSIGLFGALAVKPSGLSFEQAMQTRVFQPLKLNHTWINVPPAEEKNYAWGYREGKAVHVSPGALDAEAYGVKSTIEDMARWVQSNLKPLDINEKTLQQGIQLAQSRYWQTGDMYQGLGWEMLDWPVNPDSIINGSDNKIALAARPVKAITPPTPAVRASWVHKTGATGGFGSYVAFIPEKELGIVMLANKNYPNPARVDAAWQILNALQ
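E. coli AmpC (5.3 nM) in 20 mM phosphate pH 7.0 with 0.01% Triton X-100, preincubated 15 min RT with compound; nitrocefin (2 uL of 800 uM stock) hydrolysis followed by 480 nm absorbance every 20 s over 4 min.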
Starred values were filed as active, the others as inactive; [ ] = dose if it differs, or a comment. % is scaled to controls: 0 for no effect and ±100 for the full control effect; potency is read from the fitted curve at half-maximal effect. Some of the compounds tested (hit frequency here may not be typical).

SMILES	AmpC det inh
COCCCn1c(C(C)C)nc2oc3cc(OC)ccc3c(=O)c2c1=O	-2%
O=c1[nH]c2cc3c(cc2cc1C(c1nnnn1CC1CCCO1)N1CCCC1)OCO3 (stereo not drawn)	8%
NC(=O)Nc1ccc(Oc2c(F)c(F)c(F)c(F)c2F)cc1	11%
O=C(c1ccncc1)c1ccc(N2CCN(C3CC(=O)N(Cc4ccccc4)C3=O)CC2)cc1 (stereo not drawn)	15%
O=C(CN1C(=O)NC2(CCCCCCC2)C1=O)NC(=O)NCc1ccco1	-3%
CCn1nc(NC(=O)c2ccncc2)c2cc3cc(C)ccc3nc21	0%
FC(F)(F)c1nnc2sc(-c3cccs3)nn12	0%
O=C(CCCCn1c(=O)c2ccccc2n(CC(=O)Nc2ccccc2)c1=O)NCc1ccco1	-3%
CCOC(=O)COc1ccc(C(=O)c2ccccc2)c(O)c1	5%
Cc1nc2n(c(=O)c1CCN1CCC(c3noc4cc(F)ccc34)CC1)CCCC2	2%[12.8 µM]
CCCCCCCCCCCC[N+](C)(C)CCOc1ccccc1	-6%
O=C(CSc1nc2sc3c(c2c(=O)[nH]1)CCCC3)NCCO	13%
COc1ccc2[nH]cc(CCNc3ncncc3-c3ccccc3Cl)c2c1	10%
CC1(C(=O)NC2CCCCCCC2)CCC(=O)N1Cc1ccco1 (stereo not drawn)	-1%
CCc1ccccc1NC1=NCC(=O)N1Cc1ccc2c(c1)OCO2	11%
COC(=O)C1=C(C)NC(C)=C([N+](=O)[O-])[C@@H]1c1ccccc1C(F)(F)F	-2%
O=C1c2cccc([N+](=O)[O-])c2C(=O)N1c1ncn[nH]1	1%[5.75 µM]
Cn1nc(-c2ccc(Cl)cc2)c2cc(C(=O)NCC3CCCO3)sc21 (stereo not drawn)	8%
COc1ccc2[nH]cc(CCNc3cc(-c4cccc(C#N)c4)ncn3)c2c1	10%
O=C(NC1CCCC1)C(c1ccc(N2CCOCC2)cc1)N(Cc1ccccc1)C(=O)c1ccco1 (stereo not drawn)	7%
Cc1cccc(-n2c(SCC(=O)NCc3ccco3)nc3ccccc3c2=O)c1	1%
CCOC(=O)Cc1csc(-n2sc3ccccc3c2=O)n1	9%
CCN(CC(=O)Nc1ccc(OC)c(OC)c1)S(=O)(=O)c1ccc(C)cc1	-6%
C=C[C@@H]1CN2CC[C@H]1C[C@H]2[C@H](O)c1ccnc2ccccc12	-5%[5.75 µM]
CC1CN(Cc2nc3c(c(=O)n(C)c(=O)n3C)n2CC(O)CO)CC(C)O1 (stereo not drawn)	2%
Cn1c(O)c(C=NCCCCCC(=O)O)c(=O)n(C)c1=O	3%
CCOC(=O)C1CCCN(S(=O)(=O)c2cc(OCC(N)=O)c(C)cc2Cl)C1 (stereo not drawn)	-3%
Cn1nnnc1SCc1nnc(-c2ccc(Cl)cc2)o1	11%
O=C1CCCCCN1CSc1nc2ccccc2s1	1%
COC(=O)Cn1c(CN(Cc2ccccc2)Cc2ccccc2)nc2c1c(=O)[nH]c(=O)n2C	4%
c1cncc(CNc2nc(-c3ccoc3)nc3ccccc23)c1	10%
Cn1c(C(=O)N2CCN(C(=O)c3ccco3)CC2)cc2c(=O)n(C)c3ccccc3c21	6%
COc1ccc(-n2c(C)cc(=O)c3c2CC(C)(C)CC3=O)cc1	-3%
Cc1ccc(-n2nnnc2SCC(=O)Nc2cccc(NC(=O)c3ccco3)c2)cc1C	13%
O=C(O)C12CC3(C(=O)O)CC(C(=O)O)(CC(C(=O)O)(C1)C3=O)C2=O	-3%[5.75 µM]
O=C1c2ccccc2C(=O)N1CCc1nc2ccccc2c(=O)n1Cc1ccco1	-1%
Cn1c(=O)oc2cc(S(=O)(=O)Nc3ccc(Cl)cc3F)ccc21	9%
CCOC(=O)C1CCCN(S(=O)(=O)c2ccc(C)cc2)C1 (stereo not drawn)	-2%
CCOc1ccccc1NC(=O)c1cc(S(=O)(=O)N2CCC3(CC2)OCCO3)ccc1F	-4%
CCCCOC(=O)c1ccc(O)cc1	12%
COc1ccccc1CNc1nc(-c2ccc(N(C)C)cc2)nc2ccccc12	5%
COc1cc(NC(=O)c2ccc(NS(=O)(=O)c3c(C)noc3C)cc2)cc(OC)c1	-4%
CC(C)Sc1nc2sc3c(c2c2nnc(SCC(=O)NCc4ccco4)n12)CCCC3	13%
CC(C)(O)c1cn(-c2nonc2N)nn1	-4%
Cc1ccc(Cn2nnc3c(=O)n(CC(=O)N4CCCc5ccccc54)cnc32)cc1	-4%
COc1cccc(OCC(=O)Nc2c(C(=O)Nc3ccc(OC)cc3OC)oc3ccccc23)c1	-10%
CN(C)S(=O)(=O)c1ccc2c(c1)C(CC(=O)O)OC2=O (stereo not drawn)	12%
O=C1c2ccccc2[C@@H]([C@@H]2c3ccccc3C(=O)c3cc(Br)ccc32)c2ccc(Br)cc21	-1%[5.75 µM]
COc1ccc(C(c2sc3nc(C)nn3c2O)N2CCC(O)CC2)cc1OC (stereo not drawn)	7%
CC(C)C1Nc2ccc(S(N)(=O)=O)cc2C2C=CCC21 (stereo not drawn)	-4%

More records follow.
SMILES	AmpC det inh
CS(=O)(=O)N(CC(=O)N1CCN(c2ccccc2F)CC1)c1ccc2c(c1)OCCO2	-2%
CN1CCCC2(CCN(C(=O)Oc3ccccc3)CC2)C1	-1%
COCCSc1nnc(NC(=O)CSc2ccccc2)s1	-5%
CCOC(=O)C1CCN(C(c2cc3ccc(C)c(C)c3[nH]c2=O)c2nnnn2C2CCCCC2)CC1 (stereo not drawn)	8%
CCCCCCCC(=O)O[C@H](CC(=O)O)C[N+](C)(C)C	1%
CCOc1ccc(OCC)c(S(=O)(=O)N2CCCCC2)c1	-5%
COc1ccccc1CN1CCCC2(CCN(C(=O)c3cnccn3)CC2)C1	2%
CCCCN1c2ccccc2N(CCCO)c2cc(C)nnc21	-2%
COC(=O)c1c(NS(=O)(=O)c2cccs2)sc2c1CCCC2	-5%
COc1cc2c(cc1OC)C(=O)Cc1ccc3c(c1CN(C)CC2)OCO3	2%
COc1ccccc1N1CCSC1C(N)=O (stereo not drawn)	-4%
O=C(NC1CCN(C(=O)N2CCOCC2)CC1)c1ccccc1	13%
N#Cc1ccc(NC(=O)C2CC(c3ccc(F)cc3)=NO2)cc1 (stereo not drawn)	-3%
COc1ccc(NC(=O)NC2(C(=O)N3CCCCCC3)CCCCC2)cc1	15%
CC(C)C(=O)N1CCN(c2ccccc2N)CC1	-4%
COCCn1c(=O)c(-c2cccs2)nc2cnc(Oc3ccc(OC)cc3)nc21	-4%
COc1cc(OC)c(C2C(C(=O)Nc3ccc(C)cc3C)=C(C)Nc3ncnn32)cc1OC (stereo not drawn)	9%
Cc1ccc(CNC(=O)Cn2c(=O)oc3ccccc32)o1	-6%
CCn1c(=O)n(CC(=O)NCc2ccco2)c(=O)c2ccccc21	-3%
COCCn1c(=O)c(-c2ccc(Cl)cc2)nc2cnc(Oc3ccc(OC)cc3)nc21	-2%
Cc1occc1C(=O)Nc1sc2c(c1C(N)=O)CCCCC2	-4%
COc1ccc(C2CC(=O)c3cnc(NC(=O)c4ccccc4)nc3C2)c(OC)c1 (stereo not drawn)	-2%
COCC(=O)N1CCC2(CC1)CCN(C(c1ccccc1)c1ccccc1)CC2	1%
CC(=NCCC1=CCCCC1)c1c(O)n(C)c(=O)n(C)c1=O	0%
CCCS(=O)(=O)N1CCC(C(=O)NCCCN2CCCC2=O)CC1	-1%
COCCn1c(=O)cnc2cnc(OC)nc21	0%
CC(Oc1ccc(Cl)cc1Cl)C(=O)NCc1ccncc1 (stereo not drawn)	4%
Cc1cccc(NC(=O)Cn2c(=O)n3nc(CCn4nc(C)cc4C)nc3c3ccccc32)c1	4%
Cc1[nH]nc2c1C(c1ccccc1)C1=C(CC(C)(C)CC1=O)N2 (stereo not drawn)	-3%
O=C1CCc2cc(S(=O)(=O)NC(Cc3ccccc3)C(=O)NC3CCCCC3)ccc2N1 (stereo not drawn)	11%

Already shown: an excerpt of the list.
SMILES	AmpC det inh
O=C(NC1CCN(C(=O)N2CCOCC2)CC1)c1ccccc1	13%
N#Cc1ccc(NC(=O)C2CC(c3ccc(F)cc3)=NO2)cc1 (stereo not drawn)	-3%
COc1ccc(NC(=O)NC2(C(=O)N3CCCCCC3)CCCCC2)cc1	15%
CC(C)C(=O)N1CCN(c2ccccc2N)CC1	-4%
COCCn1c(=O)c(-c2cccs2)nc2cnc(Oc3ccc(OC)cc3)nc21	-4%
COc1cc(OC)c(C2C(C(=O)Nc3ccc(C)cc3C)=C(C)Nc3ncnn32)cc1OC (stereo not drawn)	9%
Cc1ccc(CNC(=O)Cn2c(=O)oc3ccccc32)o1	-6%
CCn1c(=O)n(CC(=O)NCc2ccco2)c(=O)c2ccccc21	-3%
COCCn1c(=O)c(-c2ccc(Cl)cc2)nc2cnc(Oc3ccc(OC)cc3)nc21	-2%
Cc1occc1C(=O)Nc1sc2c(c1C(N)=O)CCCCC2	-4%
COc1ccc(C2CC(=O)c3cnc(NC(=O)c4ccccc4)nc3C2)c(OC)c1 (stereo not drawn)	-2%
COCC(=O)N1CCC2(CC1)CCN(C(c1ccccc1)c1ccccc1)CC2	1%
CC(=NCCC1=CCCCC1)c1c(O)n(C)c(=O)n(C)c1=O	0%
CCCS(=O)(=O)N1CCC(C(=O)NCCCN2CCCC2=O)CC1	-1%
COCCn1c(=O)cnc2cnc(OC)nc21	0%
CC(Oc1ccc(Cl)cc1Cl)C(=O)NCc1ccncc1 (stereo not drawn)	4%
Cc1cccc(NC(=O)Cn2c(=O)n3nc(CCn4nc(C)cc4C)nc3c3ccccc32)c1	4%
Cc1[nH]nc2c1C(c1ccccc1)C1=C(CC(C)(C)CC1=O)N2 (stereo not drawn)	-3%
O=C1CCc2cc(S(=O)(=O)NC(Cc3ccccc3)C(=O)NC3CCCCC3)ccc2N1 (stereo not drawn)	11%

The results go on:
SMILES	AmpC det inh
O=S(=O)(NCc1ccco1)c1ccc2c(c1)Cc1ccccc1-2	-3%
Cc1cc2ccccc2c[n+]1CC(O)C[n+]1cc2ccccc2cc1C	-1%[5.75 µM]
CCc1cc(C=C(Cl)Cl)oc(=O)c1C	5%
CC(C)OC(=O)C1C2C=CC3(CN(Cc4cccs4)C(=O)C13)O2 (stereo not drawn)	2%
Cc1nn(-c2ccccc2)c(Cl)c1C(=O)Nc1c(C)n(C)n(-c2ccccc2)c1=O	-4%
N=C(N)c1ccccc1	-2%
Cc1nnc(SCCn2c(N3CCCCC3)nc3c2c(=O)n(C)c(=O)n3C)s1	6%
Cc1ccc(-n2c(=O)[nH]cc(C(=O)Nc3ccc4c(c3)OCCO4)c2=O)cc1	-1%
Cc1cccc(CNc2ncncc2-c2ccccc2CN(C)C)c1	7%
O=C(CN1CCN(S(=O)(=O)c2ccc(F)cc2)CC1)Nc1ccccc1F	31%
O=C(COC(=O)C1CC(=O)N(Cc2ccco2)C1)c1ccc(OC(=O)c2ccco2)cc1 (stereo not drawn)	9%
O=C(Nc1cccc(F)c1)N1CCCC2(CCN(C(=O)Oc3ccccc3)CC2)C1	-3%
CCc1cccc(CC)c1N(COC)C(=O)Cn1ccccc1=N	-2%
O=C(CN(Cc1ccco1)C(=O)CNS(=O)(=O)c1ccc(F)cc1)NCc1ccc(F)cc1	0%
Cc1nnc(N(C)C(=O)c2cccnc2)s1	13%
CCCCN(C)C(=O)c1cn(CC)c2ccc(S(=O)(=O)N(C)C)cc2c1=O	11%
COc1ccc(S(=O)(=O)Nc2c(C)ccc3nsnc23)cc1OC	-9%
Cc1ccc2occ(C(c3nnnn3C3CCCC3)N3CCN(C(=O)c4ccco4)CC3)c(=O)c2c1 (stereo not drawn)	-2%
Cc1cc(C)n2nc(C(=O)Nc3ccc4c(c3)OCO4)nc2n1	-6%
CC1(C)Cc2c(sc3c2c(=N)n(Cc2ccco2)c(=O)n3CC(=O)Nc2ccc(Cl)cc2)CO1	-7%
CN(c1ccccc1C(=O)O)S(C)(=O)=O	-7%
CN(C)c1ncnc2ccc(-c3ccoc3)cc12	9%
N#Cc1nc(COc2ccccc2)oc1N1CCN(Cc2ccccc2)CC1	-4%
CCOCCCNC(=O)Cc1cc(=O)[nH]c(=O)[nH]1	8%
COc1cc(C(=O)OCn2nnc3ccccc3c2=O)cc(OC)c1OC	-5%
COc1cccc(Cn2c(=O)c(CCc3ccccc3)nc3cnc(N4CCNCC4)nc32)c1	0%
Cc1ccc(OCc2nnc(SCC(=O)Nc3ccc4c(c3)OCCO4)n2Cc2ccco2)cc1	9%
COc1cc(NC(=O)C2CCCCC2)c(OC)cc1NC(=O)CN1CCCCC1	-2%
O=C(NCCN1CCOCC1)c1ccc(-c2ccccc2)cc1	-3%
CCCc1cc(=O)n2[nH]c(C)c(-c3ccccc3)c2n1	-1%
CC(C(=O)c1c[nH]c2ccccc12)N1CCc2ccccc2C1 (stereo not drawn)	13%
O=C(O)C=C1C2CC3CC(C2)CC1C3	-1%
COCCNC(=O)C(c1ccc(C)o1)N(Cc1cccs1)C(=O)c1snc(C(N)=O)c1N (stereo not drawn)	7%
CCOCCCNC(=O)C1CCCCN1S(=O)(=O)c1ccc(F)cc1 (stereo not drawn)	4%
COc1ccccc1CNc1ncncc1-c1ccoc1	11%
CCSCCOC(=O)C1=C(C)NC(=O)NC1c1cc(OC)ccc1OC (stereo not drawn)	8%
CNCCOCC(O)CSc1ccccc1 (stereo not drawn)	6%
Cc1onc(-c2ccccc2Cl)c1C(=O)OCC(=O)c1ccc2c(c1)OCCO2	11%
Cc1cccc(NC(=O)CSc2nc3c(c(=O)[nH]2)CCC3)c1C	-3%
Cc1ccc(C(=O)C2=C(O)C(=O)N(CCCN(C)C)C23C(=O)N(C)c2ccccc23)o1 (stereo not drawn)	-14%
O=c1cc(N2CCC(Cc3ccccc3)CC2)[nH]c(=O)n1C1CCCCC1	-2%
O=S(=O)(CCSc1ccccn1)c1nc2ccccc2s1	-4%

Bioassay records (PubChem)
